BB579 growth dn: yeast BB579 growth reduction in restrictive medium. S. cerevisiae BB579 growth, OD615, 48 h. inhibition, % at 10 µM. 140,000 tested, 0.51% active. AID 804;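 active = inhibition above a set limit, 3 SD over the mean compound inhibition, cut at about 44% in these data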; also: inactives centre near -24
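System: DeaD yeast strain BB579; buffer or medium: CSMM-D dextrose restrictive medium; technique: OD at 615 nm; schedule: 4 h cell preincubation, 48 h compound exposure, 30 °C humidified; doses: single 10 µM dose; controls: amphotericin B 10 µg/mL, positive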
NPY-Y2 antag: blocks the human neuropeptide Y Y2 receptor; P49146; NPY-Y2 expressing cells, antagonist mode; inhibition, % at 2.7 µM; 140,000 tested, 0.99% active; in the data active = inhibition above about 17%;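 also: 0% = vehicle with agonist challenge and 100% = reference antagonist with challenge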
Target sequence (P49146 whole entry, looked up): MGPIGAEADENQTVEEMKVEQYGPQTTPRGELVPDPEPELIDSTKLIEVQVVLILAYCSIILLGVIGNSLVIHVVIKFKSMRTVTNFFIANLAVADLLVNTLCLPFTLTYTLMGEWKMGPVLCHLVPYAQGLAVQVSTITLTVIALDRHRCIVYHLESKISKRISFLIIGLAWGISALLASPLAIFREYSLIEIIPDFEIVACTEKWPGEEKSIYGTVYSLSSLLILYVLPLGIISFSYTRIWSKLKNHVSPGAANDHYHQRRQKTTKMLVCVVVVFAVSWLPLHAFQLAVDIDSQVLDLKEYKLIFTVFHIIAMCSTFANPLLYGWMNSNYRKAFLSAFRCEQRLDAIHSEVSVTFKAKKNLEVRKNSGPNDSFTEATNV
GALR2 antag: blocks the human galanin receptor 2; GALR2-expressing cells, antagonist mode; inhibition, % at 4 µM; AID 828; O43603; 140,000 tested, 0.39% active; in the data active = inhibition above about 27%;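 also: cells stimulated with galanin 1-16 at roughly its EC80; 0% = agonist challenge control and 100% = basal control without agonist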
Target sequence (O43603 whole entry, looked up): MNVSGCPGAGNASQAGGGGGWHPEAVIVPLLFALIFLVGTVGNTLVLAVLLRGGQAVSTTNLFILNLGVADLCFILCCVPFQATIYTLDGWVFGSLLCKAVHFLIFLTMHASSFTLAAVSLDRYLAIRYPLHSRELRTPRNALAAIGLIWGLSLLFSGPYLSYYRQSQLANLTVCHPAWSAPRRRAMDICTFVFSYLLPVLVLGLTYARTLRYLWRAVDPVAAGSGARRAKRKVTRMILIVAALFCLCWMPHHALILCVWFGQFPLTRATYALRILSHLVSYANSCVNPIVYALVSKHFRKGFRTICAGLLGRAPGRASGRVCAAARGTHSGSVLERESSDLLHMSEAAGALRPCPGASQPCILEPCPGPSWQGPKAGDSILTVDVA
Measles CPE: protection of cells from measles virus | protection (pct of control), % at 4 µM | 140,000 tested, 1.5% active | Measles virus-infected cells, CPE protection, absorbance; in the data active = protection mostly above about 24%, no sharp cut-off; inactive = mostly below about 26%; also: some compounds called inactive have numbers as strong as hits
E-sel TNF inh: TNF alpha driven E-selectin expression inhibition | HUVEC TNFa-induced E-selectin immunofluorescence, high content | 120,000 tested, 0.71% active | inhibition, % at 2 µM;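 active = inhibition above the batch mean plus 3 SD, and confirmed as a hit on visual image review, cut at about 43% in these data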;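 also: 0% = TNF-stimulated DMSO wells and 100% = unstimulated control wells; not every result past the cut was called active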
HCT116 bCat-KO: beta-catenin-lacking colon tumor cell growth suppression; viability, % at 10 µM; 140,000 tested, 1.5% active; HCT116 beta-catenin knockout viability, CellTiter-Glo, 60 h; stronger effect = lower value;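 active = viability at or under a set limit, the compound median less 4 SD, cut at about 6% in these data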;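 also: 0% = Hyamine 1622 control at 20 µM and 100% = untreated cell control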
MRP-1 activ: MRP-1 activation | AID 799 | viability increase, % at 10 µM | H69AR cells + doxorubicin, viability rescue, CellTiter-Glo | 140,000 tested, 0.61% active;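 active = viability gain under doxorubicin at or above a set limit, the compound median plus 3 SD, cut at about 4.7% in these data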;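 also: MRP-1 overexpressing cells given doxorubicin 25 µM after compound pretreatment; 18-22 h compound pretreatment then 72 h with doxorubicin before readout; 0% = doxorubicin-only wells and 100% = vehicle-treated cells without doxorubicin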
Yeast life ext: extends the lifespan of yeast; S. cerevisiae growth with nicotinamide, OD615; deaD strain in restrictive glucose medium; inhibition of the nicotinamide effect, % at 10 µM; 130,000 tested, 0.68% active; AID 775;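 active = inhibition above a set limit, placed 3 SD over the median of all compounds, cut at about 26% in these data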;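 also: 0% = nicotinamide-treated wells and 100% = cells grown without nicotinamide; some compounds called inactive have numbers as strong as hits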
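Assay system: engineered S. cerevisiae DeaD replicative-lifespan strain, galactose-grown log-phase cells; Buffer or medium: CSMM-D glucose medium, restrictive; Probe or stimulus: nicotinamide 1.5 mM; Compound: single dose 10 µM compound, 0.25% DMSO; Schedule: 4 h preincubation then 48 h treatment at 30 °C; Technique: OD615 measurement.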
HCT116 PTEN-null: growth suppressors of cells with PTEN tumor suppressor deletion. HCT116 PTEN-null viability, CellTiter-Glo, 60 h; stronger effect = lower value. viability, % at 10 µM. 140,000 tested, 1.2% active. AID 827;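 active = viability at or below a set limit, 4 SD under the median of all tested compounds, cut at about 3.7% in these data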;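 also: PTEN knockout HCT116 line with beta catenin targeted HCT116 as companion control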
Phagocytosis inh: inhibitors of macrophage phagocytosis | inhibition, % at 5 µM | 110,000 tested, 0.07% active | J774A.1 macrophage IgG-bead phagocytosis, imaging | AID 1029;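 active = inhibition above the mean of the plate negative controls plus 5 SD, cut at about 13% in these data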;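 also: phagocytic index as fraction of beads internalized from green versus red external bead signal; plate controls were DMSO negative control for no effect and cytochalasin-D positive control for full effect; some results beyond the cut were filed as inactive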
Active calls of the source: *; x = not tested or not shown. No enrichment for hits; about 6.1% have a hit in one of these screens.

The first 2 records, ahead of the listing:
SMILES	BB579 growth dn	NPY-Y2 antag	GALR2 antag	Measles CPE	E-sel TNF inh	HCT116 bCat-KO	MRP-1 activ	Yeast life ext	HCT116 PTEN-null	Phagocytosis inh
C/C(CC(O)(/C=N/O)c1ccccc1)=N\O (centres undefined)	-34.7	8.6	-1.9	14.7	-17.0	103.4	0.2	-0.5	102.3	-0.7
CCOC(=O)C(C#N)c1ccccn1 (centres undefined)	-27.4	4.5	8.7	19.0	-14.8	98.4	-1.4	-13.6	100.4	-3.0

Results, previewed entries included:
SMILES	BB579 growth dn	NPY-Y2 antag	GALR2 antag	Measles CPE	E-sel TNF inh	HCT116 bCat-KO	MRP-1 activ	Yeast life ext	HCT116 PTEN-null	Phagocytosis inh
C/C(CC(O)(/C=N/O)c1ccccc1)=N\O (centres undefined)	-34.7	8.6	-1.9	14.7	-17.0	103.4	0.2	-0.5	102.3	-0.7
CCOC(=O)C(C#N)c1ccccn1 (centres undefined)	-27.4	4.5	8.7	19.0	-14.8	98.4	-1.4	-13.6	100.4	-3.0
COc1cc(C)c(N(C(C)=O)c2ccccc2)c(C)c1	-48.8	-0.3	6.5	3.3	-12.1	86.3	-3.5	-30.4	67.7	-0.6
O=C(NC1CCCCC1)c1ccccc1NC(=O)C1CC1	-3.5	2.4	-8.1	4.7	11.5	99.5	0.0	x	97.9	x
COc1ccc(-c2nnc3sc(CCN4C(=O)c5ccccc5C4=O)nn23)cc1	-6.0	3.8	-12.9	8.9	x	99.3	-4.1	-3.4	98.0	-0.9
Cc1ccc(S(=O)(=O)Cc2ccc(C(=O)N3CCc4ccccc4C3)o2)cc1	-40.6	3.3	-2.5	15.3	x	88.7	-0.6	-14.3	79.1	-0.3
COc1ccc(-n2cnc3cc(NC(=O)c4ccco4)ccc32)cc1	-50.3	0.1	-0.2	18.5	40.1	88.6	-3.6	10.6	93.3	-0.7
O=C(Nc1nnc(C2CC2)o1)c1ccc(S(=O)(=O)N2CCCc3ccccc32)cc1	-42.8	x	x	5.7	x	11.9	-1.8	-0.2	15.3	0.0
Nc1nc(-c2ccc(Cl)cc2)cc(C(F)(F)F)n1	-11.5	-0.3	0.0	13.1	-23.4	95.7	0.9	-11.6	94.7	-0.3
Cc1nc(-c2ccccc2)sc1-c1n[nH]c(=S)n1C	22.9	1.9	7.2	5.6	-30.1	95.6	-2.5	-10.7	94.4	x
CCOc1cc(C(=O)OC(C)C(=O)Nc2ncc(Cl)cc2Cl)ccc1OCC(=O)N1CCOCC1 (centres undefined)	-10.7	1.5	14.0	6.4	9.1	95.0	-3.5	-0.8	88.2	-5.5
CCCCC(=O)NCCc1ccc(S(N)(=O)=O)cc1	-4.8	2.6	0.3	15.9	27.3	92.4	-0.3	-10.1	104.2	-1.4
COc1ccc(CN=C(C)c2c(C(F)(F)F)[nH]n(-c3nc4ccccc4s3)c2=O)cc1	-26.5	0.9	-10.3	3.4	0.2	32.8	-0.7	-10.3	37.6	x
CCCCOC(=O)c1ccc(NC(=O)CSCc2n[nH]c(=O)[nH]2)cc1	-47.7	2.0	-2.4	19.8	24.1	92.1	-0.9	-7.6	97.9	-0.3
OCCN(CC(O)COc1ccccc1)CC(O)Cn1ccc2ccccc21 (centres undefined)	-27.2	1.8	6.6	27.8	x	85.4	-1.8	2.8	84.4	-14.9
Cc1nn(CC(=O)NCCc2ccccc2)c(=O)c2ccccc12	-41.6	2.2	1.6	6.1	-12.3	103.9	-3.0	-14.8	96.8	-0.1
O=C(NCCSCc1ccccc1)c1ccc(C2SCC(=O)N2Cc2ccccc2)cc1 (centres undefined)	-25.3	4.3	-11.6	3.0	15.7	63.5	0.5	-8.8	66.5	-0.2
O=C(NCCN1CCOCC1)c1cc2sccc2n1Cc1ccc(Cl)cc1	-38.8	1.9	15.7	3.3	-19.1	65.5	-0.4	-15.3	68.8	0.0
Cn1nnnc1SCC(=O)N1CCN(c2ccccc2)CC1	7.5	2.7	-9.0	11.8	14.0	103.9	-0.9	-7.5	89.3	0.0
Cc1ccc(SCC(=O)Nc2cccc(C(=O)NC(C)(C)C)c2)cc1	-55.4	0.0	-4.1	22.3	34.4	76.1	-2.9	-4.3	84.6	x
O=[N+]([O-])c1ccccc1S(=O)(=O)N1CCCCC1	-4.9	6.9	-0.7	4.1	x	96.8	-2.6	1.6	94.2	-13.6
COc1ccc(CNC(=O)CCSc2nc(-c3ccc4c(c3)OCO4)cc(C(F)(F)F)n2)cc1	-40.9	3.0	6.0	8.0	-3.3	70.7	-4.9	x	60.7	x
OCc1csc(=Nc2ccccc2)n1-c1ccccc1	-61.9	-2.5	-2.1	28.5	x	111.5	-0.8	2.4	93.8	-0.7
O=C(O)c1ccc(NS(=O)(=O)c2cc(Cl)ccc2Cl)cc1O	-54.3	4.0	5.3	0.9	-41.8	104.3	0.6	-20.2	106.6	-1.4
CCCn1c(SCC(=O)N2CCc3ccccc3C2)nc2c1c(=O)n(C)c(=O)n2C	-51.4	1.5	7.5	14.3	-18.8	104.1	-0.9	-8.3	99.3	3.5
COc1cc(C)ccc1OCCOc1c(Cl)cc(Cl)cc1Cl	-27.7	-0.4	3.7	7.2	28.8	96.9	0.6	-13.4	90.8	-3.2
COc1ccc(C(c2nnnn2C2CCCC2)N2CCC(C(N)=O)CC2)c(OC)c1 (centres undefined)	-32.7	2.6	3.6	18.1	-1.8	95.6	-1.8	-2.5	90.0	-1.9
CN(CC(=O)NC(=O)NCc1ccccc1)Cc1ccc(Cl)cc1	-11.3	6.8	-6.3	29.3	3.3	74.0	-0.8	-7.4	90.0	-13.9
CCN(CC)S(=O)(=O)c1ccc(Cl)c(NC(=O)COC(=O)/C=C/c2cc(OC)c(OC)c(OC)c2)c1	-45.0	5.8	-5.6	12.6	-12.4	89.7	-1.5	6.0	92.2	-2.0
CCCn1c(=S)[nH]c2cc(C(=O)NCC3CCCO3)ccc2c1=O (centres undefined)	-12.2	3.2	5.0	9.3	-36.5	81.6	-3.8	-1.6	89.3	x
COc1ccc(/C=N/NC(=O)CCn2c3ccccc3c3ccccc32)cc1O	-30.0	4.8	14.9	6.0	-71.4	11.7	-1.1	-15.6	13.7	0.0
CC(c1ccco1)N(C(=O)CSc1ccc(Br)cc1)c1ccccn1 (centres undefined)	-16.2	1.2	3.2	5.2	17.2	73.7	-1.9	16.6	64.3	1.0
Cc1ccc(-c2c(C)n([O-])c3c([n+]2=O)CCC3)o1	8.7	-0.1	10.7	5.9	12.4	107.5	0.6	-5.9	100.0	-0.6
N#Cc1ccccc1OCC(=O)OCC(=O)c1ccc2c(c1)NC(=O)CO2	-31.6	8.0	1.4	6.3	x	103.0	-0.7	-10.5	101.7	0.2
Cc1ccc(NC(=O)CN(c2ccccc2)S(=O)(=O)N(C)C)cc1	-6.6	5.3	1.0	10.3	x	86.5	-1.7	1.3	84.1	-5.2
O=C(NCCCN1CCN(c2ccccc2F)CC1)C1CC(=O)N(C2CCCC2)C1 (centres undefined)	-14.8	5.1	-1.6	1.4	4.2	102.3	-1.1	-5.0	94.7	-0.4
COc1ccc(CCNC(=O)/C(C#N)=C2\N=C(NC(=O)c3cccs3)c3ccccc32)cc1	-4.9	5.9	-4.3	0.7	x	45.5	-6.4	-2.2	38.3	-1.8
CCC(C)C(NC(=O)C1CCC(C)CC1)C(=O)NCc1cccnc1 (centres undefined)	-18.2	0.6	-0.4	8.2	6.7	98.7	-3.1	x	98.2	x
CCOC(=O)C(Nc1ccc2ccccc2c1)C(=O)OCC	35.0	2.0	8.9	18.9	40.0	69.7	-1.0	0.2	82.3	-3.9
Cc1cc(NCCO)c2cc(O)ccc2n1	-49.5	-2.5	-1.4	23.2	-4.7	89.9	0.5	4.7	111.1	-1.4
Cc1ccsc1/C=N/NC(=O)Cc1cccn1C	-34.7	0.2	-8.4	16.2	16.7	90.6	-1.6	1.7	95.4	-1.1
COc1cccc(C(=O)N2CCN(Cc3ccco3)CC2)c1OC	-7.4	2.0	-2.5	29.9	-21.1	94.5	-1.2	-2.2	88.1	-1.7
CC(=O)C(Sc1nc(NC(C)(C)C)nc(N(C)C)n1)C(C)=O	-52.4	2.2	-5.6	11.6	x	98.6	-0.1	5.3	100.1	-0.5
COc1ccccc1/C=C/C(=O)OCC(=O)Nc1ccccc1Sc1ccccc1	-31.5	13.1	-0.8	5.7	2.9	87.9	-1.2	-1.2	91.8	-2.6
COc1cccc(NC(=O)N2CCOCC2)c1	-33.5	3.2	-1.2	6.3	3.4	102.8	1.4	-13.9	105.6	-0.3
C/C(N)=C(/C#N)C(=O)COC(=O)COc1ccc(Cl)cc1	-26.0	3.7	-1.9	11.9	-6.6	100.3	-0.6	-10.1	99.3	-1.2
COC(=O)c1c(O)cc(C(C)(C)C)n(-c2ccccc2)c1=O	-9.6	-0.7	13.0	15.0	x	100.5	-2.1	-2.2	102.9	-2.9
Cc1ccccc1S(=O)(=O)Nc1ncnc2scc(-c3ccccc3)c12	-12.6	2.3	6.7	13.1	x	87.5	-2.3	22.1	95.4	x
Cc1ccccc1-c1nnc(SCC(=O)NC2CCCCC2)o1	-24.7	4.5	5.5	14.6	-20.4	94.2	1.1	-6.8	90.2	x
CC(=O)c1ccc(Sc2nnnn2-c2ccccc2)c([N+](=O)[O-])c1	-13.6	0.6	7.8	16.6	x	5.7*	-5.0	12.5	5.8	-2.6
CCc1ccccc1NC(=O)CSc1nnc(Cn2cnc3ccccc32)o1	-29.0	1.9	-2.1	13.2	-33.6	94.2	-1.4	x	109.3	x
Clc1ccc(Oc2cnns2)cc1Cl	-1.2	4.1	-9.1	5.0	-14.1	85.2	-1.1	-7.3	88.3	-1.2
CCc1nnc(NC(=O)c2ccc3c(c2)C(=O)N(C(C)(C)C)C3=O)s1	-22.1	3.9	10.1	13.6	4.3	98.6	0.0	-1.2	96.7	2.4
Cc1cccc(N=C2NN=C(c3c[nH]c4ccccc34)CS2)c1	-25.9	2.1	12.9	24.4	-13.1	73.5	-5.2	6.0	69.5	2.8
COc1ccc(Br)cc1CNC(=O)C1CCN(S(=O)(=O)N2CCCC2)CC1	-9.5	-1.5	-4.5	5.7	11.6	95.2	-0.5	-2.4	102.4	-1.4
NC(=O)C1CCN(C2CC(=O)N(c3cccc(F)c3)C2=O)CC1 (centres undefined)	-31.5	-0.3	-2.5	22.5	x	101.3	0.3	8.3	102.2	-3.0
O=c1[nH]c2ccccc2nc1C(F)(F)C(F)F	10.2	4.0	-0.8	4.8	x	94.0	0.8	-22.9	94.3	-0.1
COC(=O)c1ccc(NC(=O)CSc2nnc(-c3ccccc3)n2C)cc1	-10.7	-1.9	9.5	11.0	8.8	88.3	-1.0	x	89.6	x
Cc1cc(C)nc(/N=C(\N)Nc2cccc([N+](=O)[O-])c2)n1	-21.5	2.4	-6.4	2.0	x	87.2	-1.3	2.9	84.3	x

Screening results from PubChem.
